Source: PubChem (The Scripps Research Institute Molecular Screening Center)
PAFAH1B3 FP inh = PAFAH1B3 enzyme inhibitors, primary screen, biochemical, fluorescence polarization, human; Platelet-activating factor acetylhydrolase IB subunit alpha1 (Homo sapiens), Q15102; recombinant PAFAH1B3, FP-rhodamine probe; inhibition, % at 3.39 µM; 340,000 compounds, 0.28% hits;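 active = inhibition above the screen-wide average of all tested compounds plus 3 SD, cut at about 25% in these data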;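 also: 0% = enzyme with DMSO only and 100% = wells lacking PAFAH1B3 protein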
Target sequence (Q15102 whole entry, looked up): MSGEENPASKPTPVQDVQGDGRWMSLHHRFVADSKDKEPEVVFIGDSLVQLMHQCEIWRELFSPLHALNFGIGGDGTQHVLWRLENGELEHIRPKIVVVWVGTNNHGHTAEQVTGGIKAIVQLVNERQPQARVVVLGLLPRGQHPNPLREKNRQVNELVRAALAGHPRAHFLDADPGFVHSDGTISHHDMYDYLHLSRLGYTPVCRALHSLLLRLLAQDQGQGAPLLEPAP
LYPLA1 counter = LYPLA1 inhibitors, primary screen, counter-screen for PME1 inhibitor project, biochemical, fluorescence polarization, FP-Rh probe ABPP; AID 2174, 2009; 320,000 compounds, 0.16% hits; inhibition, % at 5.9 µM; Acyl-protein thioesterase 1 (Homo sapiens), O75608; recombinant LYPLA1;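 active = inhibition above the mean of all tested compounds plus 3 SD, set per campaign, cut at about 14% in these data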;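 also: inhibitors block serine hydrolase probe labeling of LYPLA1 so polarization falls; 0% = enzyme with DMSO and 100% = wells lacking LYPLA1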
GSTO1 inh = inhibitors of recombinant GSTO1, primary screen, counter-screen for RBBP9 inhibitor project, biochemical, fluorescence polarization. AID 1974, 2009. activity-based probe fluorescence polarization. 300,000 compounds, 1.1% hits. inhibition, % at 5.96 µM. Glutathione S-transferase omega-1 (Homo sapiens), P78417;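 active = inhibition above the campaign mean inhibition plus 3 SD, cut at about 35% in these data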;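 also: 0% = GSTO1-1 with DMSO and 100% = wells lacking GSTO1-1 enzyme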
Target sequence (P78417 whole entry, looked up): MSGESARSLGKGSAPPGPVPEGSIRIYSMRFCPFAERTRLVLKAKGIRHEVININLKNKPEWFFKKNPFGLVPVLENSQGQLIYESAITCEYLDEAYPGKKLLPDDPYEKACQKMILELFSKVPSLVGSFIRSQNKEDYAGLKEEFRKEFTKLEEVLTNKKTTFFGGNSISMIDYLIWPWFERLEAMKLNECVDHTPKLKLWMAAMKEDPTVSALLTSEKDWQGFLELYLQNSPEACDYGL
PAFAH2 FP inh = PAFAH2 enzyme inhibitors, primary screen, biochemical, fluorescence polarization, human. Platelet-activating factor acetylhydrolase 2, cytoplasmic (Homo sapiens), Q99487. recombinant PAFAH2, FP-rhodamine activity probe. inhibition, % at 3.39 µM. 340,000 compounds, 0.99% hits;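 active = inhibition above the mean over all tested compounds plus 3 SD, cut at about 30% in these data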;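 also: inhibitors block probe labeling of enzyme so polarization drops; 0% = enzyme with DMSO and 100% = wells lacking PAFAH2 protein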
PME-1 inh = PME-1 inhibitors via competitive probe labeling, primary screen, biochemical, fluorescence polarization, FP-Rh probe, HTS. recombinant PME-1. inhibition, % at 5.9 µM. 320,000 compounds, 0.53% hits. AID 2130, 2009;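 active = inhibition above the campaign mean of all compounds plus 3 SD, cut at about 26% in these data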;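 also: competitive labeling of PME-1 active site by serine hydrolase directed probe; 0% = PME-1 with DMSO and 100% = wells lacking PME-1 enzyme; inhibitors block probe labeling so polarization falls and inhibition rises; many of its hits are not listed in these tables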
Target sequence (Q9Y570 whole entry, looked up): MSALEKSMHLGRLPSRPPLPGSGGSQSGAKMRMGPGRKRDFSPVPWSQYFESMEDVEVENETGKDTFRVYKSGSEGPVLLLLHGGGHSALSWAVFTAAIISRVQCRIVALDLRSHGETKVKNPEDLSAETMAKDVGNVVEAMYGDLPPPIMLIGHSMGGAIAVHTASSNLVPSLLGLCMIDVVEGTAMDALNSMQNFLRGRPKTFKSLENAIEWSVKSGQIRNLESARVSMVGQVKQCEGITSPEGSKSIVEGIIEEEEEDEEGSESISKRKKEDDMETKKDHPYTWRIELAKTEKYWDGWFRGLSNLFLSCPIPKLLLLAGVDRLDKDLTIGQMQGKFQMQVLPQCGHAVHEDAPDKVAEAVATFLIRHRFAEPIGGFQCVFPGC
LYPLA2 inh = LYPLA2 inhibitors, primary screen, counter-screen for PME1 inhibitor project, biochemical, fluorescence polarization, FP-Rh probe ABPP; recombinant LYPLA2; inhibition, % at 5.9 µM; 320,000 compounds, 0.38% hits; AID 2177, 2009;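 active = inhibition above the screen-wide mean plus 3 SD, limit set per campaign, cut at about 26% in these data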;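 also: 0% = LYPLA2 with DMSO and 100% = wells lacking LYPLA2 enzyme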
pPAFAH FP inh = pPAFAH enzyme inhibitors, primary screen, biochemical, fluorescence polarization, human | 330,000 compounds, 1.5% hits | recombinant pPAFAH, FP-rhodamine probe fluorescence polarization | inhibition, % at 3.39 µM | Platelet-activating factor acetylhydrolase (Homo sapiens), Q13093;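 active = inhibition above the mean inhibition across the screen plus 3 SD, cut at about 25% in these data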;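 also: inhibitors block binding of the rhodamine activity-based probe so polarization drops; 0% = enzyme with DMSO and 100% = wells lacking pPAFAH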
PAD4 FP inh = human PAD4 inhibitors, primary screen, biochemical, fluorescence polarization, 1536-well format | Protein-arginine deiminase type-4 (Homo sapiens), Q9UM07 | recombinant PAD4, RCA probe fluorescence polarization | inhibition, % at 6.36 µM | 330,000 compounds, 0.41% hits | AID 485272, 2010;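 active = percent inhibition above a cutoff equal to the mean of all tested compounds plus 3 SD, cut at about 15% in these data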;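 also: 0% = PAD4 with RCA probe and DMSO and 100% = probe without PAD4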
PAFAH1B2 inh = PAFAH1B2 enzyme inhibitors, primary screen, biochemical, fluorescence polarization, human; Platelet-activating factor acetylhydrolase IB subunit alpha2 (Homo sapiens), P68402; inhibition, % at 3.39 µM; 340,000 compounds, 1.2% hits; recombinant PAFAH1B2, FP-rhodamine activity probe;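 active = inhibition above the mean of all tested compounds plus 3 SD, cut at about 24% in these data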;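 also: 0% = enzyme with DMSO and 100% = wells lacking PAFAH1B2; many of its hits are not listed in these tables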
Numbers without * were called inactive; . = no result given. The list is partial; rates above refer to the full screens.

SMILES	PAFAH1B3 FP inh	LYPLA1 counter	GSTO1 inh	PAFAH2 FP inh	PME-1 inh	LYPLA2 inh	pPAFAH FP inh	PAD4 FP inh	PAFAH1B2 inh
CCn1c2ccccc2c2cc(CN3CCN(S(C)(=O)=O)CC3)ccc21	6	-3	3	2	2	0	-3	-8	2
CCc1ccc(CN2CCN(C(=O)c3cccc(OC)c3OC)CC2)cc1	0	4	5	4	6	-2	-4	-5	7
O=C(Nc1cccc(S(=O)(=O)NC2=NCCC2)c1)c1ccccc1F	1	.	.	5	.	.	-3	-2	4
COc1ccc(/C=C/C(=O)OCC(=O)Nc2cc(S(=O)(=O)N(C)C)ccc2Cl)cc1	2	2	4	-2	6	6	2	-3	4
O=C(NCC1(N2CCCCC2)CCCCC1)c1ccc(NS(=O)(=O)c2ccccc2)cc1	8	0	2	8	4	5	1	-4	5
COC(=O)c1c(C)[nH]c(C(=O)/C=C/c2cccc(Cl)c2)c1C	8	-1	-6	-5	9	-3	5	1	3
COc1ccc(OCC(=O)N2CCN(C(=O)c3cccc4ccccc34)CC2)cc1	0	1	5	6	0	10	3	1	3
CC1O[C@@H](O[C@H](C)CC[C@@H](C)O[C@H]2OC(C)[C@@H](O)C[C@H]2O)C(O)C[C@H]1O (stereo not given in full)	3	-1	7	-2	0	-2	4	-2	1
COc1ccc(-c2csc(N(CCCN(C)C)C(=O)c3ccccc3Cl)n2)cc1	8	-2	12	0	-1	-4	-3	-3	2
COCC(=O)Nc1c(C(=O)N2CCCC2)oc2ccccc12	6	3	-3	5	1	9	7	2	0
O=C(/C=C/c1ccccc1[N+](=O)[O-])OCC(=O)c1ccccc1	1	1	11	29	7	21	25*	1	4
CC(=O)NCCc1nc2cc(NC(=O)c3cccs3)ccc2n1C	8	2	7	-36	-2	1	3	-5	0
COCCCNC(=O)Cn1cnc2c(OCc3ccccc3)ncnc21	8	.	.	8	.	.	0	-5	1
O=C(NCCN1C(=O)S/C(=C\c2ccc(Cl)c(Cl)c2)C1=O)c1ccc2c(c1)C(=O)N(Cc1ccncc1)C2=O	0	-6	4	-2	-11	-5	8	2	-2
O=C(Cc1cccs1)NCc1ccccc1Br	3	2	-5	-4	-2	0	-2	-9	4
NC(=O)COC(=O)c1ccc(S(=O)(=O)NCc2ccco2)cc1	4	6	4	-3	-1	2	4	-2	-2
O=C(CC1SC(N2CCOCC2)=NC1=O)Nc1cccc(C(F)(F)F)c1 (stereo not given)	5	.	.	0	.	.	0	4	5
CCC(C)NC(=O)C(NS(=O)(=O)c1ccc2c(c1)c(=O)n(C)c(=O)n2C)c1ccccc1 (stereo not given)	9	2	-3	7	-4	8	9	-3	0
Cc1ccc(Cn2ccc(NC(=O)c3noc4c3CCCCC4)n2)cc1	2	2	2	0	-2	-2	3	-2	7
CCCCC(=O)NC1(C(F)(F)F)C(=O)N(Cc2ccco2)C(C)=C1C(=O)OC (stereo not given)	3	2	-1	0	0	4	3	0	-8
COc1ccc(C2=NN(CCC(=O)NCc3ccc4c(c3)OCO4)C(=O)CC2)cc1	-1	-1	2	4	-4	-2	-2	-1	1
Cc1cnc(NC(=O)CSc2nnc3ncccn23)s1	6	3	18	2	10	4	6	1	5
Fc1ccc(CNC(=S)Nc2ccccc2Cl)cc1	3	-5	6	2	-5	2	6	0	2
COc1ccccc1NC(=O)N(Cc1cccs1)Cc1cc2cc3c(cc2[nH]c1=O)OCO3	1	-2	3	3	6	-4	-2	-2	-3
N#C/C(=C\c1ccc(OCc2ccc(C(=O)O)cc2)cc1)C(=O)NCc1ccccc1	0	6	-17	-11	-1	40*	4	2	3
Cc1ccccc1Cc1c(C)nc2nc(SCC(=O)NCCCN3CCCCC3)nn2c1C	1	0	1	8	-3	1	3	-1	5
Cc1ccsc1C(=O)NCc1ccc(F)cc1	-1	10	2	-2	4	1	-1	6	1
CCOc1ccccc1NC(=O)CCN(c1ccc(C)cc1)S(=O)(=O)c1ccccc1	3	-7	15	-6	-7	-2	3	1	3
Cc1ccc(OCCCCn2ccnc2)c(Cl)c1	-2	-2	-2	11	-1	3	4	0	1
O=C(NCCN1CCN(c2ccccc2)CC1)c1ccc(NC(=O)C2CCCO2)cc1 (stereo not given)	-7	0	-6	5	-1	6	3	-3	-4
Cc1cccc(-c2ncc(CN3CCCC(CO)(Cc4ccccc4C)C3)cn2)c1 (stereo not given)	2	-5	1	-5	-5	-5	0	-2	-1
O=[N+]([O-])c1cc(C(F)(F)F)ccc1Sc1nccn1Cc1ccccc1	9	1	2	3	3	2	7	1	70*
CCC(CC)c1ncc[nH]1	-1	0	1	-5	5	4	8	0	-7
CCOC(=O)Cc1csc(NC(=O)c2csc(C)c2)n1	9	-2	-2	8	10	-2	2	-2	-4
COc1cc(/C=N/Nc2cc(C)nc(N)n2)ccc1O	10	1	-3	6	2	-8	1	-1	-6
CCOC(=O)n1n[n+]([O-])c2ccccc21	-2	-2	2	4	-6	0	-2	2	0
CC(=O)C[C@@H](O)CC(=O)[C@@H]1OC(=O)[C@H](C)CCCCc2ccccc21	4	.	.	0	.	.	-2	0	7
CCC(=O)Nc1cc(C(=O)OC(C(=O)c2ccc(C)c(C)c2)c2ccccc2)ccc1C (stereo not given)	-12	-13	-10	-16	-11	-21	-2	6	-8
CC/C(=N\n1nnnc1Nc1ccccc1)c1ccccc1	3	-4	-8	-2	-1	-4	-3	-3	3
Cc1ccc(NC(=O)C2COc3ccccc3O2)cc1C (stereo not given)	0	2	-6	-3	-3	-5	6	-1	-1
COc1cccc(OCc2nnc(SCC(=O)NCc3ccco3)n2CCc2ccccc2)c1	-3	2	-8	7	1	4	18	4	4
Cc1ccc(CN(Cc2cc3cccc(C)c3[nH]c2=O)C(=S)NCCCN(C)C)cc1	5	0	7	-4	3	-1	0	0	2
COc1ccc(/C=C2\SC(=S)N(CC(=O)OCC(=O)Nc3ccc(C)cc3Cl)C2=O)cc1	-1	0	-6	-9	-6	-3	-1	-5	-2
O=C(Nc1nc(=O)n(C(=O)c2cccc(C(F)(F)F)c2)s1)c1ccccc1	-6	4	-7	0	0	3	-2	0	5
CCOC(=O)c1ccc(NC(=O)c2nn(C)cc2Br)cc1	0	-1	-40	7	-10	-7	-16	7	-5
CC1Oc2cc3oc4c(O)c(O)ccc4c(=O)c3c(O)c2C1(C)C (stereo not given)	8	-20	45*	32*	5	-26	75*	-2	11
CCCc1ccc(NC(=O)C2CCCN(c3cnccn3)C2)cc1 (stereo not given)	7	-1	0	-2	-3	2	1	-2	0
CCOc1ccc(Cl)cc1S(=O)(=O)NCc1cccnc1	2	1	2	-11	3	-3	7	-5	0
O=C(NCc1cccc(C(F)(F)F)c1)C1CC(c2ccccc2C(F)(F)F)=NO1 (stereo not given)	4	-1	-8	2	-3	-6	-4	-9	6
CCN(CC(=O)Nc1ccccc1C(F)(F)F)C(=O)Cc1sc(C)nc1-c1ccc(F)cc1	1	1	4	-6	-2	1	-1	-5	-1
CN(C(=O)CCS(=O)(=O)c1cc2c(cc1Cl)NC(=O)CO2)C1CCCCC1	12	0	3	4	4	6	10	-2	1
COc1ccc(NC(=O)CNC(=O)Cc2ccccc2)cc1	10	-2	2	10	3	-2	6	0	6
O=C(CN1CCN(c2ccccc2)CC1)c1c[nH]c2ccccc12	16	0	4	0	3	4	0	-4	3
CC(=O)c1ccccc1OCCOc1ccccc1C(C)=O	1	1	0	5	1	1	-4	-4	5
CC(OC(=O)CN1C(=O)NC2(CCCC2)C1=O)c1ccc(F)cc1 (stereo not given)	12	0	.	-2	-6	6	-3	1	10
CCCCn1c(SCc2nnc(-c3ccccc3)o2)nc2c1c(=O)n(C)c(=O)n2C	2	1	-1	1	5	5	0	3	5
CCOc1ccc(N(CC(=O)NCc2ccc(F)cc2)C(=O)c2snc(C(N)=O)c2N)cc1	9	0	4	1	1	3	8	-2	6
CCn1nc(C)c(NC(=O)CSc2nnc(-c3ccco3)n2C)c1C	-2	1	2	-2	4	-1	-1	3	3
COc1ccc(OCC(=O)NNC(=O)c2c(-c3ccccc3Cl)noc2C)cc1	18	-3	-5	-5	2	-4	-1	-2	9
Cn1c(=O)[nH]c(=O)c2c1nc(N1CCCCC1)n2CCSc1nc2ccccc2o1	-1	1	2	10	-5	-2	-8	-2	7
Further entries
SMILES	PAFAH1B3 FP inh	LYPLA1 counter	GSTO1 inh	PAFAH2 FP inh	PME-1 inh	LYPLA2 inh	pPAFAH FP inh	PAD4 FP inh	PAFAH1B2 inh
CCOC(=O)C1=C(C)N(CC(C)C)C(=O)C1	5	2	-3	2	1	0	0	3	7
COc1ccc(C2=CSC3=NCCN23)cc1	2	-1	6	1	1	2	0	-4	4
CC(C)c1ccc(C(=O)Nc2cccnc2)cc1	-5	0	10	-2	-7	2	-4	1	8
S=c1[nH]nc(-c2ccccn2)n1/N=C/c1cccc2ccccc12	7	1	2	10	-3	4	4	-3	4
CCOC(=O)c1ccc(N2C(=O)C(O)=C(C(C)=O)C2c2ccccn2)cc1 (stereo not given)	-9	3	-1	-13	-2	-2	-5	-2	1
COc1ccc(N(C(=O)/C=C/c2ccc(OC)c(OC)c2)C2=CC3CCC(C2)N3C)cc1 (stereo not given)	9	-4	0	-2	-2	-2	-2	-2	-2
Cn1c2ccccc2c(=O)c2ccc(C#Cc3ccccn3)cc21	.	0	6	.	-8	-5	1	0	.
CC(=C/c1ccco1)/C=N/NC(=O)Cc1cccn1C	5	0	8	-2	-1	-1	11	-1	2
CCOc1cc(-n2ncc(C#N)c2N)nc(SC)n1	6	2	-1	8	-2	-6	2	1	4
Cc1ccnc(NS(=O)(=O)c2ccc(NC(=O)CCS(=O)(=O)c3ccccc3)cc2)n1	12	-1	6	-2	4	5	0	3	-1
CCCOc1ccc2c3c(c(=O)oc2c1OCCC)CCCC3	-7	-3	0	35*	2	-4	5	-1	0
C=CCN1C(=O)NC2(O)C(=O)c3ccccc3C12O (stereo not given)	-4	2	7	-17	2	0	-1	-1	-5
O=C(O)c1cccc(NC(=S)NC(NC(=O)c2cccc([N+](=O)[O-])c2)C(Cl)(Cl)Cl)c1 (stereo not given)	-2	3	-11	4	0	6	2	1	-1
Cc1ccc(NC(=O)Cn2cnc3cc([N+](=O)[O-])ccc3c2=O)c(Cl)c1	3	-6	21	1	0	-5	7	-5	0
O=C(NCc1ccco1)c1cc(-c2ccc3c(c2)OCO3)on1	-6	-2	13	-9	-14	-12	-6	-3	5
COc1ccc(OC)c(CN2CCC(C(=O)N3CCN(c4ccccc4F)CC3)CC2)c1	3	2	2	-4	8	5	1	3	4
CC(=O)Nc1ccc(S(=O)(=O)n2nc(C)cc2C)cc1	1	3	9	7	1	-1	-2	1	3
